# Screens: PubChem, National Center for Advancing Translational Sciences (NCATS)
# CBFb RUNX1 block – blocks binding between human CBF-beta and RUNX1; Potency, µM (highest dose often 59.8 µM), for the others: at the highest dose activity, negative = inhibition, usual class: inhibitors; 230,000 tested, under 10 active; AlphaScreen CBFb-His/RUNX1-biotin binding, biochemical; note: % of control where 0% means no effect
# Target sequence (Q01196 whole entry, looked up): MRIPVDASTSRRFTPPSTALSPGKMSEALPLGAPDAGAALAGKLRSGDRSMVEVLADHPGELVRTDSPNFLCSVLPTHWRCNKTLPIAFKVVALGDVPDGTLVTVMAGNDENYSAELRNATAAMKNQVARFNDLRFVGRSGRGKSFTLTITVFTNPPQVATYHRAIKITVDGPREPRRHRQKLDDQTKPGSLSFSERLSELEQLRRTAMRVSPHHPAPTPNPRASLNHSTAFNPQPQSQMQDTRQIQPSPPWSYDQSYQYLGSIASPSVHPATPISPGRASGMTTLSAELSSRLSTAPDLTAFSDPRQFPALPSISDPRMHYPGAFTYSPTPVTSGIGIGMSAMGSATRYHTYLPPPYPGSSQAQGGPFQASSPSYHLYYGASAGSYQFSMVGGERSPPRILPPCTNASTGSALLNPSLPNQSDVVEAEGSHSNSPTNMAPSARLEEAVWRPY
# Target sequence (Q13951 whole entry, looked up): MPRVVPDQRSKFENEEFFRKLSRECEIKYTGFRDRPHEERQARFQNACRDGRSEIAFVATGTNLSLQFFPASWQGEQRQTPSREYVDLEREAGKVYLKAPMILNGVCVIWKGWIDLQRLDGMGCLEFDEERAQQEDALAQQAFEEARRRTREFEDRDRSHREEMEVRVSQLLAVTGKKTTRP
#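 CBFb-His/RUNX1-biotin, 30 nM each, preincubated 20 min RT; compound 15 min RT; Ni + streptavidin beads 50 ng each, 90 min RT; AlphaScreen read.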
# HttQ103 aggreg – mutant huntingtin aggregation inhibition; PC12 HttQ103-GFP aggregates, Acumen cytometry, 40 h; Potency, µM (doses to about 46.1 µM), inactives show top-dose activity change, negative = inhibition, hits mostly inhibitors; hit rate 1.1% among 220,000; note: potency is the fitted concentration of half-maximal effect; % is set by controls: 0 for no effect and ±100 for the full control effect; nearly all actives have a fitted effect of over 60% in size
#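 Huntingtin Q103 exon 1–GFP aggregates in induced PC12 cells (100 nM tebufenozide) were quantified by cytometry from lysates, with compounds dosed in titration.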
# Epigenetic reg – regulators of epigenetic silencing causing reporter derepression in mouse cells; hit rate 0.2% among 280,000; murine LDR cells, GFP reporter derepression, 30 h; Potency, µM (top dose mostly 53.9 µM), for the others: at the top dose GFP activation, hits mostly activators; note: potency is the fitted concentration of half-maximal effect; % of control where 0% means no effect; nearly all actives have a fitted effect of over 60% in size
#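 Readout is the number of GFP-expressing murine LDR cells, counted by cytometry following washing. Cells were treated with compound for 30 h at 37 C; the stably integrated CMV-GFP locus is normally silent.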
# KinaseGlo FLuc – Kinase-Glo luciferase inhibition (counter-screen) | Kinase-Glo luciferase, ATP luminescence, 8 min | Potency, µM (series often up to 38.3 µM), for the others: top-dose activity change, negative = inhibition, usual class: inhibitors | hit rate 0.28% among 200,000; note: potency is the fitted concentration of half-maximal effect; % is set by controls: 0 for no effect and ±100 for the full control effect; nearly all actives have a fitted effect of over 60% in size
#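 Inhibition of Kinase-Glo luciferase light generation was assessed at 10 uM ATP in pH 7.2 imidazole buffer, with luminescence measured after eight minutes at ambient temperature.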
# NPSR antag – neuropeptide S receptor (human) antagonism, cAMP | Q6W5P4 | Potency, µM (series often up to 38.3 µM), without a hit: top-dose activity change, negative = inhibition, actives largely listed as inhibitors | hit rate 1% among 220,000 | CHO-NPSR cells, cAMP TR-FRET, antagonist mode; note: potency is the fitted concentration of half-maximal effect; % is set by controls: 0 for no effect and ±100 for the full control effect; nearly all actives have a fitted effect of over 50% in size; many of its hits are not listed in these tables
# Target sequence (Q6W5P4 whole entry, looked up): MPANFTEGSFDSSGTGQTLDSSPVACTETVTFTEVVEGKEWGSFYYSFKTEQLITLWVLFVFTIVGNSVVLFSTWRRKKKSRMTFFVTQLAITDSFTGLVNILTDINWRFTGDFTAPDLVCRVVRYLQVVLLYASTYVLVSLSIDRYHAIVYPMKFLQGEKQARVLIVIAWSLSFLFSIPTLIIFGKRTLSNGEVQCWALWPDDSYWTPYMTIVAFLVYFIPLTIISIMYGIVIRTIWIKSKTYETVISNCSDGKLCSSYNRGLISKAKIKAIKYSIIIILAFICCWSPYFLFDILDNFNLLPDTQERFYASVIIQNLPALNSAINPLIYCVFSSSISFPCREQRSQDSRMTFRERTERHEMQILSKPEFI
# L3MBTL1 block – blocks human L3MBTL1. Potency, µM (series often up to 57.1 µM), for inactives: top-dose activity, negative = inhibition, hits mostly inhibitors. Q9Y468. hit rate 0.66% among 230,000. AlphaScreen L3MBTL1–H3K9me1 peptide binding. AID 485360; note: potency is the fitted concentration of half-maximal effect; % is set by controls: 0 for no effect and ±100 for the full control effect; nearly all actives have a fitted effect of over 60% in size
#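 L3MBTL1 50 nM + b-AHA-H3(1-15)K9me1 75 nM, 30 min RT; compound added, 30 min RT; streptavidin donor/Ni-chelate acceptor beads 10 ug/mL each final, 30 min RT dark; AlphaScreen read.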
# IMPase Li cell – cell-permeable IMPase inhibitors with lithium potentiation | CHO-M1 cells, IP1 TR-FRET (IP-One), carbachol + lithium | Potency, µM (doses to about 59.4 µM), inactives show at the top dose activity, negative = IMPase inhibition, hits mostly inhibitors | hit rate 0.35% among 210,000 | AID 1457;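 note: IP1 builds up when IMPase is blocked and the TR-FRET signal falls; potency is the fitted concentration of half-maximal effect; plate controls were basal vehicle for no effect and high inhibitor control for full effect; nearly all actives have a fitted effect of over 50% in size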
#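 CHO cells stably expressing M1 receptor (2000/well, cultured 16–30 h) treated 30 min at 37C with compound plus low lithium. Cytosolic IP1 by TR-FRET (665/620 ratio and 620 channel) after 10 min lysis; AC50 by Hill fit.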
# Numbers without * were called inactive; ? = inconclusive; nt = not tested or not shown; & = joins results of further samples; [ ] = remark or other dose. Calls come from the whole dose curve; as a rule, active = well fitted curve in the direction sought with a large enough effect; inconclusive = small, poorly fitted or top-dose-only effect, or another doubt; inactive = no such curve, though single readings can be large; an effect the other way counts as inactive or inconclusive.
SMILES	CBFb RUNX1 block	HttQ103 aggreg	Epigenetic reg	KinaseGlo FLuc	NPSR antag	L3MBTL1 block	IMPase Li cell
CCn1c(=O)cc(OCC(=O)NCCC(C)C)c2ccccc21	-1%	14%	-2.7%	0%	-3%[46.1 µM]	nt	2%[38.3 µM]
CCCC(=O)Nc1ccc(NC(=O)CCc2ccccc2)cn1	6%	-10%	-1.2%	-2%	-6%[46.1 µM]	0%	-4%[38.3 µM]
COC(=O)c1c(NC(=O)COC(=O)Cn2cnc3ccccc32)sc(C)c1C	13%	26%	-0.9%	-3%	6%[46.1 µM]	-3%	-20%[38.3 µM]
CCN(CC)S(=O)(=O)c1cccc(NC(=O)COc2ccc(Cl)cc2Br)c1	12%	14%	-1.1%	1%	-8%	10%	4%
CCC(=O)c1cc2c(C)cc(=O)oc2c(C)c1OC(C)=O	7%	?	-2.0%	11%	9%	3%	-3%
CN(C)C(=O)c1cc(Br)ccc1Cl	1%	-12%	-0.8%	18%	-6%[46.1 µM]	nt	12%[38.3 µM]
COc1ccc(OCCSc2nnc(CCNC(=O)c3ccc(Cl)c(Cl)c3)n2C)cc1	-5%	12%	-0.9%	2%	-18%[46.1 µM]	0%	9%[38.3 µM]
N#Cc1c(C(F)(F)F)cc(-c2ccccc2)nc1SCC(=O)Nc1sc2c(c1C#N)CCC2	-2%	-12%	0.9%	-5%	-1%[46.1 µM]	-2%	-4%[38.3 µM]
COc1ccc(-c2cccc(C3CC=CC4C3C(=O)N(Cc3ccccc3)C4c3cc(C)ccc3F)c2)cc1 (configuration not stated)	9%	-36%[9.22 µM]	-0.2%	nt	-54%	nt	nt
COc1cccc(/C=C/C(=O)Nc2ccc(N3CCOCC3)cc2)c1OC	14%	-16%[9.22 µM]	4.5%	nt	-11%	nt	nt
Nc1cccc(NC(=O)c2cccs2)c1	0%	-9%	-1.1%	1%	0%[46.1 µM]	2%	13%[38.3 µM]
c1ccc(CNC2=NCCC2)nc1	3%	-10%	0.0%	4%	0%[46.1 µM]	-7%	-4%
Cc1ccc(NC(=S)C2=C(O)c3sccc3N(C)S2(=O)=O)cc1	-1%	?	5.2%	-1%	-17%[46.1 µM]	nt	4%[38.3 µM]
Cc1ccccc1NC(=S)N1CCOCC1	-3%	13%	3.0%	-2%	8%	3%	-7%
CCCCn1cnc2c(=S)nc(N)[nH]c21	4%	-9%[9.22 µM]	1.1%	nt	-20%	10%	nt
CCN(CC(=O)Nc1ccc(N2CCOCC2)cc1)C(=O)c1ccc(C(F)(F)F)cc1	-1%	8%	3.3%	-1%	6%	1%	8%
NC(=S)N=Nc1c(O)[nH]c2ccccc12	-7%	22%	0.1%	-3%	-23%	-4%	4%
CCOC(=O)C1=C(C)NC(C)=C(C(=O)OCC)C1C(=O)OCC(=O)N1c2ccccc2CC1C (configuration not stated)	-2%	6%	0.7%	-5%	-28%[46.1 µM]	nt	4%[38.3 µM]
COc1ccc(-c2[nH]ncc2CNC(C)c2ccccc2Cl)cc1F (configuration not stated)	4%	-1%[9.22 µM]	2.1%	1%	-18%	-8%	8%
O=C(CCN1C(=O)COc2ccccc21)NCCCN1CCN(c2ccccc2F)CC1	7%	3.2µM*	-1.1%	1%	-6%[46.1 µM]	-5%	26%[38.3 µM]
[N-]=C=C1C(=S)NC(=O)[C@H]([n+]2ccccc2)[C@H]1c1ccc(Cl)cc1	?	14%[9.22 µM]	-1.3%	nt	16%	27%	nt
CC(=O)Nc1cccc(C2=CC(c3ccco3)n3ncnc3N2)c1 (configuration not stated)	-7%	4%	1.4%	-1%	-5%	-5%	2%
CNC(=O)NC(=O)CSc1nc(-c2cccs2)c(C#N)c(=O)[nH]1	16%	-15%[9.22 µM]	0.0%	-5%	?	-2%	5µM*
CCOc1ccccc1C(=O)Nc1ccsc1C(=O)OC	?	?	2.3%	0%	-27%	48%[activator]	11%

# 2 neighbouring entries out of the list so far, for reference:
SMILES	CBFb RUNX1 block	HttQ103 aggreg	Epigenetic reg	KinaseGlo FLuc	NPSR antag	L3MBTL1 block	IMPase Li cell
Cc1ccc(NC(=S)C2=C(O)c3sccc3N(C)S2(=O)=O)cc1	-1%	?	5.2%	-1%	-17%[46.1 µM]	nt	4%[38.3 µM]
Cc1ccccc1NC(=S)N1CCOCC1	-3%	13%	3.0%	-2%	8%	3%	-7%

# Following part
SMILES	CBFb RUNX1 block	HttQ103 aggreg	Epigenetic reg	KinaseGlo FLuc	NPSR antag	L3MBTL1 block	IMPase Li cell
Cc1cccc(Oc2nc(-c3ccccc3)cc(C)c2S(C)(=O)=O)c1C	16%	-4%	-4.3%	-3%	-25%[46.1 µM]	nt	22%[38.3 µM]
O=S(=O)(Cc1ccccc1)NCC1CCCN(Cc2cccc3nonc23)C1 (configuration not stated)	2%	-2%[9.22 µM]	-3.5%	-2%	-4%	-9%	16%
COc1ccc(-c2cc(=O)c3c(O)cc(O)cc3o2)cc1	-17%[21.7 µM]	nt	-0.2%	-3%	nt	-4%	7%&18%&-3%
C=CCN1c2ccccc2[C@]23C[C@@H](C(=O)OC)N(S(=O)(=O)c4ccc5c(c4)OCCN5C)C2=NC(C(=O)OC)=C(C(=O)OC)[C@H]13	2%[13.1 µM]	nt	nt	-1%[7.66 µM]	nt	nt	2%
Clc1ccc(Nc2nc(-c3cccnc3)cs2)cc1	-1%	2%	-1.6%	-1%	-20%[46.1 µM]	nt	8%[38.3 µM]
CC(=O)NCc1cn2c(C)csc2n1	-1%	-9%	-1.0%	0%	16%[46.1 µM]	-25%	6%
COc1cccc(-c2nc(CS(=O)CC(=O)NCCCOC(C)C)c(C)o2)c1 (configuration not stated)	9%	-16%	0.0%	0%	-5%[46.1 µM]	3%	3%
COc1ccc(CN(C)C(=S)Nc2ccc(Cl)cc2Cl)cc1	7%	-20%	0.0%	-3%	-16%	nt	7%
N#CCCn1c(O)c(N=NC(=O)CNC(=O)c2cccs2)c2ccccc21	-6%	-9%[9.22 µM]	6.8%	nt	38%	-15%	nt
CCOc1ccc(CCNC(=O)C(CCC(N)=O)NC(=O)OCc2ccccc2)cc1OCC (configuration not stated)	1%	29%	-0.1%	2%	6%	-5%[2.29 µM]	3%
CCC(=O)[C@@]1(C)[C@H](C)C[C@@H]2[C@@H]3CCC4=CC(=O)C=C[C@@]4(C)[C@H]3[C@H](O)C[C@]21C	0%[21.7 µM]	5%[20.6 µM]	0.0%[16.9 µM]	0%[17.1 µM]	nt	nt	13%
COc1ccc(C(O)P(=O)(O)CCc2ccccc2)cc1 (configuration not stated)	6%	-7%	0.0%	-4%	-6%[46.1 µM]	7%	8%[38.3 µM]

# Structural class, the entries above containing a CF3 group (2)
SMILES	CBFb RUNX1 block	HttQ103 aggreg	Epigenetic reg	KinaseGlo FLuc	NPSR antag	L3MBTL1 block	IMPase Li cell
N#Cc1c(C(F)(F)F)cc(-c2ccccc2)nc1SCC(=O)Nc1sc2c(c1C#N)CCC2	-2%	-12%	0.9%	-5%	-1%[46.1 µM]	-2%	-4%[38.3 µM]
CCN(CC(=O)Nc1ccc(N2CCOCC2)cc1)C(=O)c1ccc(C(F)(F)F)cc1	-1%	8%	3.3%	-1%	6%	1%	8%

# Further results follow.
SMILES	CBFb RUNX1 block	HttQ103 aggreg	Epigenetic reg	KinaseGlo FLuc	NPSR antag	L3MBTL1 block	IMPase Li cell
COc1cccc2c(=O)c3cccc(N)c3[nH]c12	-9%	-26%	-2.6%	1%	-25%	-26%	16%
Cc1ccc(NC(=O)NCc2c(C)nn(C)c2C)cc1Cl	9%	25%	1.9%	-1%	18%	6%	5%
COc1ccc(-c2cc(=O)oc3cc(OC(C)C(=O)O)ccc23)cc1 (configuration not stated)	-1%	26%	4.4%	-1%	-21%[46.1 µM]	4%	6%[38.3 µM]
Cc1ccc(SCC(=O)N2c3ccccc3Sc3ccccc32)cc1	29%	16µM*	-1.4%	-6%	?	28%	24%[38.3 µM]
O=C(NNC(=O)c1ccccc1[N+](=O)[O-])Nc1ccccc1C(F)(F)F	-2%	-10%	-0.3%	-2%	11%	nt	2%
Cc1cc(C)n(-c2c(F)c(F)c(CN3CCOCC3)c(F)c2F)n1	-2%	12%[9.22 µM]	4.3%	-3%	7%[46.1 µM]	-2%	-1%[38.3 µM]
Cc1cc(C(=O)NP(=O)(N2CCOCC2)N2CCOCC2)c(C)n1-c1ccc(Br)cc1	-3%	21%	-1.0%	2%	17%	-6%	-12%
CCCCCCCCCCCCC/C=C/[C@@H](O)[C@H](COP(=O)([O-])OCC[N+](C)(C)C)NC(=O)CCCCCCCCCCCCCCCCC	-8%	nt	-1.1%	0%	nt	nt	-6%
S=C1NC(c2ccccc2)=NCN1c1ccc(Br)cc1	-5%	13%[9.22 µM]	-0.2%	1%	?	nt	32%[activator][38.3 µM]
O=C(CSc1nc2ccccc2o1)Nc1ccc(Cl)cc1	6%	17%	-0.9%	-2%	1%[46.1 µM]	nt	-3%[38.3 µM]
C#CCNc1cc(-c2ccccc2)nc2ncnn12	2%	4%[9.22 µM]	0.2%	1%	14%	7%	2%
O=C(c1ccc(CN2CCOCC2)cc1)N1CCN(Cc2ccccc2)CC1	8%	9%	-2.0%	nt	-10%[46.1 µM]	2%	nt
C=C(C)CSc1nc2nc(C)cc(C)n2n1	4%	9%	2.0%	-3%	12%[46.1 µM]	nt	11%[38.3 µM]
Nc1nncn1C(=O)c1ccccc1Cl	9%	23%	0.0%	0%	5%[46.1 µM]	1%	5%
CC1CN(CCOCCSc2ccccc2)CC(C)O1 (configuration not stated)	0%	1%	0.9%	0%	17%	-1%	11%

# 4 compounds out of the list above, arranged by their value in HttQ103 aggreg, descending.
molecule | HttQ103 aggreg
COc1ccc(-c2cc(=O)oc3cc(OC(C)C(=O)O)ccc23)cc1 (configuration not stated) | 26%
Nc1nncn1C(=O)c1ccccc1Cl | 23%
C=C(C)CSc1nc2nc(C)cc(C)n2n1 | 9%
COc1cccc2c(=O)c3cccc(N)c3[nH]c12 | -26%

# These rows are one share of the data; rates above refer to the full screens.
